Bioassay records from PubChem.
tim10-1 inh: growth inhibitors of tim10-1 mutant yeast, primary screen, luminescence, uHTS; S. cerevisiae tim10-1 ts strain growth, BacTiter-Glo, 24 h; inhibition, % at 20 µM; 2.2% of 330,000 active; AID 463190, 2010;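 active means inhibition of at least 40%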;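 further: mutant grown at 25 °C; 0% = DMSO wells with yeast and 100% = wells holding no yeast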
TIM10 inh: growth inhibitors of isogenic TIM10 control yeast, primary screen, counter-screen for tim10-1 yeast inhibitor project, luminescence, uHTS; 1.4% of 330,000 active; inhibition, % at 10 µM; S. cerevisiae TIM10 strain growth, BacTiter-Glo luminescence, 24 h;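 active means inhibition of 40% or more at the single tested concentration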;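 further: wild-type TIM10 isogenic control strain grown at permissive 25 °C; 0% = DMSO yeast wells and 100% = minimal medium wells without yeast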
UPR XBP1 act: activators of adaptive XBP1 UPR arm, primary screen, cell-based, CHO-XBP1 luciferase reporter, luminescence, uHTS; IRE1-XBP1 UPR activation; percent of tunicamycin response, DMSO as zero; activation, % at 20 µM; 0.33% of 330,000 active;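 active means versus positive control, 20 µM dose yields 30% or more activation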;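 further: 100% = tunicamycin at 10 µg/mL and 0% = DMSO only wells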
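Assay system: CHO-XBP1 luciferase reporter cells; Schedule: 6 h treatment, 37 °C; Detection: glow luminescence from Steady-Glo reagent; Benchmarks: high control tunicamycin 10 µg/mL final, low control DMSO vehicle only.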
UPR CHOP act: activators of apoptotic CHOP UPR arm, primary screen, cell-based, CHO-CHOP luciferase reporter, luminescence, uHTS; AID 449763, 2010; 0.34% of 330,000 active; activation, % at 10 µM; UPR activation; percent of tunicamycin response over DMSO baseline;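 active means at 10 µM dose, activation of 40% or more, normalized to positive control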;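 further: 100% = tunicamycin at 10 µg/mL and 0% = DMSO alone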
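Dosing – one dose, 10 µM in 0.5% DMSO · System – CHO-CHOP cells, stable luciferase reporter of PERK-eIF2a-CHOP signalling · Input – 500 cells/well · Control set – tunicamycin 10 µg/mL final as positive, DMSO-only wells as negative · Timing – 6 h compound treatment, 37 °C · Measure – % activation vs tunicamycin · Technique – luminescence read with Steady-Glo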
APJ ag: agonists of human apelin receptor APJ, primary screen, CHO-K1 cells, PathHunter beta-arrestin, luminescence; 0% DMSO wells, 100% apelin; activation, % at 20 µM; 0.11% of 330,000 active; AID 2520, 2010;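 active means activation more than six SD over the plate average, tested at 20 µM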;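 further: 0% = DMSO alone and 100% = apelin-13 at 10 nM; some results filed as inactive read as strong as hits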
Target sequence (P35414 whole entry, looked up): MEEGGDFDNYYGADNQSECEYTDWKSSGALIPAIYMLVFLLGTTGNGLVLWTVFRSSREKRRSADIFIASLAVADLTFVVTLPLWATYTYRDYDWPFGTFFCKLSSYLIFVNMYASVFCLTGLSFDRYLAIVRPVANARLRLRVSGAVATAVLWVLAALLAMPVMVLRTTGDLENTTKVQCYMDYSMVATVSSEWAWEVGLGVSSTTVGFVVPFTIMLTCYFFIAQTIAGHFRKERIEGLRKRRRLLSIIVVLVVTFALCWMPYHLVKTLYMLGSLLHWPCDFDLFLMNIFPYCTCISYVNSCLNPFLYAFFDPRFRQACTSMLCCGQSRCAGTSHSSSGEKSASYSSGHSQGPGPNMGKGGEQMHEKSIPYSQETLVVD
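Assay system: CHO-K1 cells stably expressing ProLink-tagged human APJ and arrestin–beta-gal acceptor. Compound dosing: 20 µM single point, 1% DMSO. Times: 16-18 h seeding, 90 min dark compound exposure, 60 min detection. Detection: beta-gal luminescence. Evaluation: APJ–arrestin association signal. Controls: negative DMSO alone, positive Apelin-13 at 10 nM.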
NLRP3 yeast inh: NALP3 inflammasome inhibitors in reconstituted yeast, primary screen, luminescence, uHTS; AID 2825, 2010; Yeast reconstituted NLRP3/ASC/caspase-1, beta-gal luminescence, 24 h; inhibition, % at 10 µM; 0.39% of 330,000 active;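 active means inhibition of 50% or more; inactive means inhibition below 50%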;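 further: plate controls were induced DMSO wells for no effect and uninduced yeast grown without galactose for full effect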
tim23-1 inh: growth inhibitors of tim23-1 mutant yeast, primary screen, luminescence, uHTS. S. cerevisiae tim23-1 growth, BacTiter-Glo luminescence, 24 h. inhibition, % at 20 µM. 1.3% of 330,000 active. AID 463212, 2010;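 active means growth inhibition of the mutant yeast at or above 50%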;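 further: temperature-sensitive mutant grown at 25 °C; plate controls were DMSO-treated mutant yeast for no effect and medium wells lacking yeast for full effect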
NR3A LBD binder: binders of NR3A ligand-binding domain, primary screen, biophysical, differential scanning fluorimetry, uHTS; Tm shift relative to glycine control, % at 25 µM; 2.5% of 340,000 active; NR3A LBD differential scanning fluorimetry, Tm shift; 0% = protein alone, 100% = glycine-bound protein;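 active means melting temperature shift of at least 10% of the positive control shift, at one fixed dose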
Mdm2-MdmX inh: inhibitors of human Mdm2-MdmX association, primary screen, cell-based, luminescence, split luciferase, SaOS-2, uHTS; SaOS-2 split-luciferase Mdm2/MdmX complementation; inhibition, % at 8 µM; 3% of 330,000 active; Protein Mdm4 (Homo sapiens) + E3 ubiquitin-protein ligase Mdm2 (Homo sapiens), …;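 active means inhibition of at least 50% at 8 µM in the primary screen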
* marks the source's active call; other numbers are inactive results; nt = not tested or not shown.

structure	tim10-1 inh	TIM10 inh	UPR XBP1 act	UPR CHOP act	APJ ag	NLRP3 yeast inh	tim23-1 inh	NR3A LBD binder	Mdm2-MdmX inh
O=C(COC(=O)c1ccc(F)c(S(=O)(=O)N2CCOCC2)c1)c1ccc(Br)cc1	22	7	0	-0.7	1	12	33	3	7
Cc1cccc(C(OC(=O)c2ccco2)C(=O)NCc2ccccc2)n1 (stereo not given)	27	21	0	0.7	-5	19	17	3	18
CC(=O)c1cc(-c2ccccc2)n(CC(=O)Nc2cccc(C)c2)c1C	10	10	-4	1.2	-3	13	1	-3	17
O=C(CSc1n[nH]c(=O)[nH]c1=O)Nc1ccc2c(c1)C(=O)c1ccccc1C2=O	1	9	4	1.8	8	20	-1	0	-14
O=C(/C=C/c1cccs1)NC1CC1	5	2	3	1.7	-4	15	6	2	15
Cc1nn(Cc2noc(C(=O)NCc3ccc(F)cc3)n2)c(C)c1Br	23	8	-3	1.7	-1	1	6	2	14
COC(=O)C1=C(C)NC2=C(C(=O)CCC2)C1c1cccc(C)n1 (stereo not given)	3	-5	1	-1.5	-1	2	12	1	-18
O=c1c2c3c(sc2n(CCN2CCOCC2)c(=O)n1Cc1ccco1)CCCCC3	21	19	-1	-2.9	-4	10	-5	0	0
CCOc1ccc(CCNC(=O)COC(=O)c2c(OC)cccc2OC)cc1OCC	9	0	-1	0.2	-4	24	16	1	5
CC(=O)c1ccc(NC(=O)Cn2c(=O)oc3ccccc32)cc1	23	-21	-4	1.3	-1	-4	17	6	7
Cc1ccc(Oc2ncc(CN3CC(C)OC(C)C3)s2)cc1 (stereo not given)	-1	16	-1	0.1	-2	-8	19	1	18
Nc1[nH]ncc1-c1ccc(F)cc1	8	0	-3	-0.5	-2	-3	-2	-1	11

Sorted by formula weight (descending): part of the list above.
structure	tim10-1 inh	TIM10 inh	UPR XBP1 act	UPR CHOP act	APJ ag	NLRP3 yeast inh	tim23-1 inh	NR3A LBD binder	Mdm2-MdmX inh
O=C(COC(=O)c1ccc(F)c(S(=O)(=O)N2CCOCC2)c1)c1ccc(Br)cc1	22	7	0	-0.7	1	12	33	3	7
O=C(CSc1n[nH]c(=O)[nH]c1=O)Nc1ccc2c(c1)C(=O)c1ccccc1C2=O	1	9	4	1.8	8	20	-1	0	-14
Cc1ccc(Oc2ncc(CN3CC(C)OC(C)C3)s2)cc1 (stereo not given)	-1	16	-1	0.1	-2	-8	19	1	18

(list continues)
structure	tim10-1 inh	TIM10 inh	UPR XBP1 act	UPR CHOP act	APJ ag	NLRP3 yeast inh	tim23-1 inh	NR3A LBD binder	Mdm2-MdmX inh
Cn1c(C(=O)N2CCC(C(=O)N3CCN(Cc4ccc5c(c4)OCO5)CC3)CC2)cc2sccc21	0	5	-2	1.9	1	4	7	-4	22
O=C1NC2(CCCCC2)N=C1c1ccc(F)cc1	1	5	0	-0.8	-4	-1	8	-2	9
CCCCN1C(C(=O)Nc2cc(C)on2)=C(O)c2ccccc2S1(=O)=O	15	5	-5	0.8	-2	19	-2	1	0
CSc1ccccc1OCc1cc(C(=O)N2CCCC(C)C2)no1 (stereo not given)	19	0	1	2.4	-4	24	14	-1	-148
COc1cc2[nH]c(=O)n(C3CCCCC3)c(=O)c2cc1OC	13	12	1	-1.0	-5	4	4	2	6
COc1ccccc1OCCNC(=O)c1ccc(C)o1	16	9	-3	2.7	-1	16	15	1	9
Cc1nn(-c2ccccc2)c(C)c1NC(=O)COC(=O)CCc1ccccc1	3	3	-3	-1.3	-4	7	16	0	13
CCc1nc2c(nnn2Cc2ccc(F)cc2)c(=O)[nH]1	-12	-1	-1	-2.0	-2	5	4	1	11
CCN(C(=O)CSc1nc2ccccc2o1)C1CCS(=O)(=O)C1 (stereo not given)	-2	-4	1	3.6	0	-12	5	1	0
O=C(O)c1ccc(-c2nc(-c3ccc(Cl)cc3Cl)cs2)cc1	40	26	9	4.5	1	-10	10	0	13
COc1cc(CN2CCCC(CO)(Cc3ccccc3F)C2)ccc1O (stereo not given)	1	-3	-4	2.9	-1	15	-8	-2	14
Cc1oc(C(=O)O)cc1CSc1nnc(-c2ccccc2)n1C	-3	-19	1	2.1	-1	9	-2	-2	20
CC(C)c1ccccc1NCC(=O)N1CCN(Cc2ccccc2)CC1	25	11	3	-1.4	-5	21	12	0	9
O=C(NCc1ccccc1)C1CCCN(c2ncnc3c2nc2n3CCCCC2)C1 (stereo not given)	23	13	-4	1.3	-3	10	22	-1	-7
Cc1ccc(C(=O)N(C)CCOc2ccccc2)cc1S(=O)(=O)N1CCOCC1	17	13	-3	-2.3	1	16	15	1	17
CCN(C[C@H]1N[C@@](Cc2ccccc2)(C(=O)OC)[C@H]2C(=O)N(Cc3ccccc3)C(=O)[C@@H]12)C(=O)COc1ccccc1	19	10	-1	1.0	-4	6	22	-2	-1
Cc1ccccc1NC(=O)NCCCN1CCCC1	12	-1	-2	-0.7	-2	1	-9	-3	5
CCn1c(NC(=O)c2ccco2)c(-c2ccccc2Cl)c(=O)c2ccccc21	21	9	-1	-2.5	-1	-4	0	-1	19
COCCNC(=S)N1CCN(c2ccc(Cl)cc2)CC1	15	8	-1	-1.6	-3	23	5	-3	-5
CN(C)CCNc1oc(COc2cccc(Cl)c2)nc1C#N	3	0	-3	0.1	-3	9	4	0	14
O=c1c(Br)c(N2CCCC2)cnn1-c1ccccc1	1	1	0	3.1	-2	15	-3	-5	-64
O=C(NCCCN1CCOCC1)c1ccc(-c2ccc(Cl)cc2)o1	20	5	3	0.9	-4	10	5	-2	-1
CN=C1SC(CC(=O)Nc2cc(Cl)ccc2Cl)C(=O)N1C (stereo not given)	17	5	1	-0.8	-4	-4	6	1	12
Cc1ccn(CCC(=O)Nc2ccc(-c3ccno3)cc2)n1	7	-2	-2	0.6	-1	12	6	-3	15
Oc1ccc(-c2nnc(-c3ccccc3)c(-c3ccccc3)n2)cc1	16	26	16	2.3	-2	-23	28	nt	1
C/C(=N\Nc1nccnc1Cl)c1ccc(Cl)c(Cl)c1	20	2	1	2.5	-3	23	34	-1	-16
CC(/C=C/c1ccccc1)=N\NC(=O)CSc1ccccn1	10	2	2	0.8	-2	11	21	-7	4
O=C(Cn1cc(C(F)(F)F)cc(Cl)c1=O)Nc1ccc(N2CCOCC2)cc1	5	2	-2	7.6	-2	4	4	2	-13
Cc1cc(C(=O)OCC(=O)NNC(=O)c2cccs2)ccc1[N+](=O)[O-]	-4	-3	-1	1.1	-3	12	12	3	8
CCOc1ccc(N2CC(C(=O)NCCc3c[nH]c4ccc(OC)cc34)CC2=O)cc1 (stereo not given)	2	-4	4	-0.7	-3	1	-6	1	13
Cn1ncc([N+](=O)[O-])c1C(=O)Nc1ccccc1C(=O)O	-9	2	-5	0.0	-3	9	0	6	1
CSc1cccc(NC(=O)CN(c2cccc(C)c2)S(C)(=O)=O)c1	9	16	-1	0.0	-5	8	21	1	8
COC(=O)c1cccc(OCC(O)Cn2cnc3cc(C)c(C)cc32)c1 (stereo not given)	19	0	-2	-1.0	-1	5	-1	-1	2
Cc1ccnc(Nc2nc3ccccc3o2)n1	15	-1	-6	-5.9	2	-1	14	0	-27
O=C(O)CCCc1nc2ccccc2s1	2	1	-2	-2.6	-4	3	6	2	8
CN1CCN(C(=S)Nc2ccc([N+](=O)[O-])cc2)CC1	0	4	-2	-3.6	-4	22	7	0	-3
C=CCOc1cccc(CNCc2ccncc2)c1	-12	1	-5	-1.2	6	-3	-10	-1	-31
CC(C)(NC(=O)c1cc(Cl)c2ccccc2c1O)C(=O)O	27	16	1	1.2	-1	6	16	3	-20
O=C(Nc1ccccc1C(=O)N1CCN(Cc2ccccc2)CC1)c1ccccc1	11	4	-3	-1.6	4	14	9	0	16
COc1cc(NC(=O)Cn2nc(C(F)(F)F)c3c2CCCC3)cc(OC)c1OC	9	14	-1	-4.1	-5	8	2	-2	17
CCOC(=O)C1CCN(S(=O)(=O)c2ccc(C(C)(C)C)cc2)CC1	14	6	0	-0.4	-2	29	13	-1	16
COc1ccc(CNC(=S)Nc2ccccc2Cl)cc1	37	18	-2	-0.4	0	24	39	2	-28
CSc1ncccc1C(=O)NC(C)C1CC2CCC1C2 (stereo not given)	21	14	0	-1.4	-1	13	1	-2	2
CCOc1ccc(NC(=O)CCCc2cc(-c3ccc(OCC)cc3)on2)cc1	3	-14	-4	-4.3	2	0	-5	4	-7
O=[N+]([O-])c1ccc(NCCOc2ccccc2Cl)nc1	9	16	0	8.2	0	24	25	16*	-21
O=C(O)CCC(=O)Nc1nc(-c2ccccc2)cs1	-10	-1	4	0.2	-1	6	5	1	10
COc1ccc(N(C)C(=O)c2cn(CC(C)C)c(=O)c3cc(OC)c(OC)cc23)cc1	-8	9	1	-0.2	-3	-17	15	-1	-2
COC(=O)c1ccc(/C=C/C(=O)OCC(=O)Nc2sccc2C(N)=O)cc1	2	8	-3	-0.2	31*	22	7	-1	28
CC1(C)NC(=O)N(Cc2cc(=O)n3ccsc3n2)C1=O	4	-14	1	-0.8	-5	-15	-2	0	0
COc1cc(OC)cc(C(=O)NC(C(=O)Nc2ccc3c(c2)OCCO3)C(C)C)c1 (stereo not given)	11	16	-5	-1.5	-3	9	21	0	-17
Clc1ccc2c(c1)c1ccccc1n2CN1CCOCC1	54*	23	2	0.4	-4	27	40	-7	1
COc1ccc(C2=NN(C(N)=S)C(c3ccco3)C2)cc1 (stereo not given)	7	-4	7	6.2	-3	10	6	0	10
CCCCSc1nnc(-c2cc(Br)ccc2N)c(=O)[nH]1	20	-15	2	-0.5	-4	-1	-3	-5	-10
O=C(NCC(c1ccc(F)cc1)N1CCOCC1)c1ccc([N+](=O)[O-])o1 (stereo not given)	26	12	4	7.7	6	20	17	-2	2
Cc1cccc(N(Cc2cc(=O)[nH]c3ccccc23)C(=O)CCl)c1	-8	-9	-7	24	-1	12	-10	7	100*
Cc1cc2nc3c(=O)n(Cc4ccccc4)c(=O)[nH]c3nc2cc1N	17	3	0	1.9	9	19	8	-4	-7
O=C(NCCCN1CCCC1=O)c1cccc(NS(=O)(=O)c2ccc(Br)cc2)c1	4	-2	-1	3.9	-4	-5	6	4	16

Structures from the list above that have a CF3 group, in the order listed:
structure	tim10-1 inh	TIM10 inh	UPR XBP1 act	UPR CHOP act	APJ ag	NLRP3 yeast inh	tim23-1 inh	NR3A LBD binder	Mdm2-MdmX inh
O=C(Cn1cc(C(F)(F)F)cc(Cl)c1=O)Nc1ccc(N2CCOCC2)cc1	5	2	-2	7.6	-2	4	4	2	-13
COc1cc(NC(=O)Cn2nc(C(F)(F)F)c3c2CCCC3)cc(OC)c1OC	9	14	-1	-4.1	-5	8	2	-2	17
